PMI act satM6P = human PMI activators, high substrate, primary screen, biochemical, fluorescence intensity, near-saturating mannose 6-phosphate | activation factor at 20 µM | coupled PMI enzyme assay, resazurin fluorescence, 20 min; hits give high values; 1 = untreated enzyme, 0 = substrate-free blank | 0.34% of 190,000 active | Mannose-6-phosphate isomerase (Homo sapiens), P34949;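 active = activation factor of 2 or more at 20 µM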
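Test system: human phosphomannose isomerase with PGI, G6PDH, diaphorase coupling enzymes; Amount: PMI at 15 ng/mL final; Reagent: Mannose-6-phosphate 1.0 mM (near-saturating) plus 0.22 mM NADP+; Timing: 20 min, room temperature; Technique: resorufin fluorescence at Ex 544/Em 590 nm; Dosing: 20 µM single dose.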
Hsp70 activator = Hsp70 transcriptional activators, primary screen, cell-based, HeLa, Hsp70 promoter luciferase, luminescence, 10 µM; AID 1203, 2008; HeLa Hsp70 promoter luciferase reporter; scaled: vehicle 0, proteasome-inhibitor control 100%; activation, % at 10 µM; 0.04% of 200,000 active;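 active = activation above the mean across all tested compounds plus 3 SD, cutoff set per campaign, cut at about 5.5% in these data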;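 note: 100% = MG132 at 30 µM as the positive control and 0% = DMSO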
DTT redox prof = compounds producing H2O2 with reducing agent – biochemical, NIH compound library profiling, artefact control for MLSCN library redox annotation, primary screen; DTT-dependent redox cycling H2O2, phenol red/HRP absorbance; 100% = 100 µM peroxide control, 0% = buffer; activation, % at 10 µM; 0.03% of 200,000 active; AID 878, 2007;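 active = activation of at least 50% relative to the plate's high and low controls in the primary single-dose screen; inactive = activation below 50%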;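 note: compound incubated with DTT at 0.8 mM final as the reducing agent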
Diaphorase act = compounds boosting diaphorase resazurin reduction – biochemical, uHTS, resorufin fluorescence, counter-screen for diaphorase-coupled primary assays, primary screen | Diaphorase/resazurin coupled assay, 16 min; hits give high values; 1 = vehicle wells, 0 = NADH-free wells | activation factor at 20 µM | 0.005% of 190,000 active | AID 1229, 2008;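 active = diaphorase activity raised at least twofold by the compound at 20 µM; inactive = activation factor below 2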
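Test system: Clostridium kluyveri diaphorase, purified enzyme; input: enzyme 0.07 U/mL final; buffer or medium: 50 mM HEPES pH 7.4 with 4.542 mM MgCl2, 0.005% Tween 20; also added: 0.114 mM NADH and 0.1 mM resazurin, final amounts; schedule: 16 min enzyme reaction, ambient temperature; technique: fluorescence of resorufin, 544 nm excitation, 590 nm emission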
G6PDH CS = L. mesenteroides G6PDH inhibitors, counter-screen for G6PDH-coupled screening assays, biochemical, Leuconostoc mesenteroides enzyme; AID 1020, 2008; inhibition, % at 5 µM; glucose-6-phosphate dehydrogenase [Leuconostoc mesenteroides]; Purified L. mesenteroides G6PDH, diaphorase/resazurin coupled fluorescence, 45 min; 0.12% of 200,000 active
Diaph inh CS = diaphorase inhibitors and chemical oxidizers, primary screen, counter-screen for diaphorase-coupled primary assays, biochemical, uHTS, resorufin fluorescence. diaphorase resazurin-to-resorufin fluorescence, NADH, 16 min; bacterial (C. kluyveri) enzyme, not human. inhibition, % at 20 µM. 0.69% of 190,000 active. AID 1217, 2008;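 active = primary screen inhibition at 20 µM above a set limit, cut at about 50% in these data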;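 note: plate controls were DMSO with full reaction for no effect and wells lacking NADH for full effect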
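Assay system – diaphorase enzyme from Clostridium kluyveri · Amount – diaphorase 0.14 U/mL (working solution) · Times – reaction incubation of 16 min at room temperature · Controls – No-NADH positive control and DMSO neutral control · Signal – resorufin fluorescence 544/590 nm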
S1P3 antag = S1P3 receptor antagonists, primary screen, cell-based. Sphingosine 1-phosphate receptor 3 (Homo sapiens), Q99500. CHO S1P3 NFAT-BLA reporter, FRET fluorescence, antagonist mode. inhibition, % at 4.98 µM. 0.27% of 170,000 active. AID 485, 2006;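 active = inhibition above the plate cutoff, the mean inhibition of test wells on that plate plus 3 SD, cut at about 28% in these data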;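 note: cells challenged with S1P at its EC80 of 0.8 µM; blue over green emission ratio from cleaved BLA substrate after 4 h stimulation; 0% = S1P-stimulated wells and 100% = unstimulated DMSO-only wells; some compounds past the cut are filed as inactive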
Lmaj promast = Leishmania major promastigote growth inhibition, primary screen | Leishmania major promastigotes, resazurin fluorescence viability | inhibition, % at 10 µM | 9% of 200,000 active | AID 1063, 2008;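 note: promastigotes grown with compound for 44 hours at 28 °C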
TLR4-MyD88 BLA = inhibitors of TLR4-MyD88 association in cells, primary screen, cell-based, HeLa CL3-4, BLA complementation, FRET ratio. HeLa CL3-4 TLR4/MyD88 BLA complementation. inhibition, % at 8.4 µM. Toll-like receptor 4 (Homo sapiens) + Myeloid differentiation primary response protein …. 0.18% of 200,000 active. AID 861, 2007; in the data active = inhibition above about 25%;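 note: 0% = vehicle and 100% = reference inhibitor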
Target sequence (O00206 whole entry, looked up): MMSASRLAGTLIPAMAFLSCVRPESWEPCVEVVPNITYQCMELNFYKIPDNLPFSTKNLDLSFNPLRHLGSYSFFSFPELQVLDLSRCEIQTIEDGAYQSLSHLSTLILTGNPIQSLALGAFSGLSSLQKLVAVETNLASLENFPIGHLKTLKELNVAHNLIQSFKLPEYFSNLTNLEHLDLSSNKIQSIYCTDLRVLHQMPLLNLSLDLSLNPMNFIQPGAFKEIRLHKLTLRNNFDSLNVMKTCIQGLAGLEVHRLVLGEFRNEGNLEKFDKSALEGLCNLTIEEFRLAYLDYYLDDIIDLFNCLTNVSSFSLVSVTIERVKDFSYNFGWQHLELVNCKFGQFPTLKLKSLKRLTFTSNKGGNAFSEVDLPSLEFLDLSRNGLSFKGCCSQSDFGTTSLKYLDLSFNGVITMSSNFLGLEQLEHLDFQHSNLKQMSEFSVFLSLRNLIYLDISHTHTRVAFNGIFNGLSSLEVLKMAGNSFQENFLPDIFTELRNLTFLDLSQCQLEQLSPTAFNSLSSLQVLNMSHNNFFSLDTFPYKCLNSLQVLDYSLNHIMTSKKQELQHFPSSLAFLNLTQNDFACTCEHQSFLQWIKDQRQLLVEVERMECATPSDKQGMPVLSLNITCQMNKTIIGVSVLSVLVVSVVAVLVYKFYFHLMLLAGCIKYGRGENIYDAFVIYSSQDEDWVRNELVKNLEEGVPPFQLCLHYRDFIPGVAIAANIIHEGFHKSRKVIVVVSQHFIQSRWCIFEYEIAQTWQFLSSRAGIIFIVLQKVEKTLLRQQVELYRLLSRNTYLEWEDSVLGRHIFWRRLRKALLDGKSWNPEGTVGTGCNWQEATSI
Target sequence (Q99836 whole entry, looked up): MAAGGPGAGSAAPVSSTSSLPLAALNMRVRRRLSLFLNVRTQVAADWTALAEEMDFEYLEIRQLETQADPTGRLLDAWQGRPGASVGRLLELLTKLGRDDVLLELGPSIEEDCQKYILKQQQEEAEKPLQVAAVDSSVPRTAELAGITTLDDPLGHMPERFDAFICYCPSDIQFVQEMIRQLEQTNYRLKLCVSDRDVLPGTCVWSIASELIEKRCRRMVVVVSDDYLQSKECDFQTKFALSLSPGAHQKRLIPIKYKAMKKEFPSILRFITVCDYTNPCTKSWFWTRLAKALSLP
RAM inhibit = inhibitors of the yeast RAM network, primary screen, dse1pr::URA3 reporter, 5-FOA selection. inhibition, % at 50 µM. S. cerevisiae dse1pr::URA3 reporter, 5-FOA growth OD615, 2 d; analog-sensitive cbk1-as2 kinase mutant strain. AID 868, 2007. 1.8% of 190,000 active;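 active = inhibition above a set limit, 3 SD over mean compound inhibition, cut at about 8.4% in these data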;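 note: 0% = DMSO-only wells with no growth and 100% = 10 µM 1-NA-PP1 full growth; inhibition rescues growth on 5-FOA so higher OD means more RAM inhibition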
PMI act = activators of human PMI, primary screen, biochemical, fluorescence intensity, near-Km mannose 6-phosphate. activation factor at 20 µM. purified human PMI, coupled resazurin fluorescence, 20 min; hits give high values; 1 = vehicle control, 0 substrate-free wells. 0.005% of 190,000 active;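 active = activation factor of 2 or more at 20 µM, relative to plate controls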
Starred values were filed as active, the others as inactive; x = not tested or not shown. Cut-off read from the data, not from the text of the source, unless noted: active = inhibition above about 50%; inactive = the rest.

SMILES	PMI act satM6P	Hsp70 activator	DTT redox prof	Diaphorase act	G6PDH CS	Diaph inh CS	S1P3 antag	Lmaj promast	TLR4-MyD88 BLA	RAM inhibit	PMI act
Oc1ccc(/C=N/Nc2nccnc2Cl)cc1	1.1	-0.2	-0.1	1	-4	-2	x	0	2	0.6	1.1
O=C(c1csc2ccccc12)N1CCCCCC1	1	-0.1	-2.1	0.9	13	10	6	-3	8	1.5	1
O=C(c1ccccc1Cl)N(Cc1ccccc1F)N1C(=O)CCCC1=O	1	0.0	-1.9	0.9	2	9	-6	-4	-10	0.8	1
Cc1ccc(-c2nc3ccc(Cl)cc3n2OC(C)C(=O)O)cc1 (stereo unspecified)	1	-0.1	-1.0	0.9	6	6	8	3	5	4.6	1
c1ccc2c(c1)Cn1nnnc1-2	1	0.1	-2.4	1	-1	-4	-1	-6	9	2.4	1
OCCCC1CCCN(Cc2cn[nH]c2-c2ccc(F)cc2F)C1 (stereo unspecified)	1.1	-0.1	-0.8	1	5	-1	-7	-3	-12	0.1	1
CSc1nnc2c3c4c(sc3nc(-n3nc(C)cc3C)n12)COC(C)(C)C4	1.1	0.2	2.5	1.1	3	-15	14	-17	2	1.2	1.2
CCc1ccc(N2CC(C(=O)OC)CC2=O)cc1 (stereo unspecified)	0.9	-0.3	0.2	0.9	12	15	9	-14	11	0.6	0.9
O=C(OCCC1Oc2cccnc2NC1=O)c1ccc(Cl)cc1 (stereo unspecified)	0.9	-0.5	-0.1	0.9	-5	7	-1	-9	2	3.3	1
Cc1ccc(C)c(C(=O)CN2C(=O)c3ccccc3S2(=O)=O)c1	1.1	-0.2	0.0	1	6	3	x	-4	3	2.2	1.1
Cc1cc([N+](=O)[O-])nn1CCC(=O)NC1CCCCCC1	1.1	-0.3	-0.1	0.9	-4	7	-12	-1	-8	0.8	1.1
Cc1cnc(C)c(N2CCN(Cc3cn(C)nc3-c3cccc(Cl)c3)CC2)n1	0.9	0.1	-0.2	0.8	11	18	-23	4	11	1.7	0.9
CSCCCNC(=S)Nc1ccc(N2CCOCC2)cc1N1CCOCC1	0.9	0.2	-0.5	0.9	-4	9	-3	5	-15	-0.9	1
CCN(CC)CCn1c(NC(=O)c2ccc(Cl)cc2)nc2ccccc21	1.1	0.2	0.0	1.1	-2	-6	x	1	-16	1.6	1.1
Cc1ccc(Nc2nc3c(c(=O)[nH]2)CCCC3)cc1	1.1	-0.1	1.1	0.9	0	10	x	13	0	2.0	1
Cc1ccc(/C=C/C(=O)N2CCCN(C(=O)/C=C/c3ccc(C)cc3)CC2)cc1	1	-0.3	-0.2	0.9	-22	9	-14	4	15	0.4	0.9
O=C(c1ccc(Cl)cc1)c1ccccc1C(=O)N1CCOCC1	1	-0.1	4.5	1.1	17	-6	-23	-1	10	1.6	1
O=C1NC(c2ccncc2)Nc2sc3c(c21)CCCC3 (stereo unspecified)	1.1	-0.2	-0.3	0.9	2	8	25	-3	-1	2.1	1.1
CC(=O)c1ccc(NC(=O)N2CCN(c3ccc(C)cc3)C(C)C2)cc1 (stereo unspecified)	1	-0.1	1.0	0.9	4	11	-12	28	-9	0.6	1
CC1=C(C(=O)Nc2ccccc2)C(c2cc(CN3CCOCC3)cs2)C2=C(CCCC2=O)N1 (stereo unspecified)	0.9	0.0	-0.8	1.1	3	-5	-13	4	4	0.1	1

A section of the results above:
SMILES	PMI act satM6P	Hsp70 activator	DTT redox prof	Diaphorase act	G6PDH CS	Diaph inh CS	S1P3 antag	Lmaj promast	TLR4-MyD88 BLA	RAM inhibit	PMI act
Oc1ccc(/C=N/Nc2nccnc2Cl)cc1	1.1	-0.2	-0.1	1	-4	-2	x	0	2	0.6	1.1
O=C(c1csc2ccccc12)N1CCCCCC1	1	-0.1	-2.1	0.9	13	10	6	-3	8	1.5	1
O=C(c1ccccc1Cl)N(Cc1ccccc1F)N1C(=O)CCCC1=O	1	0.0	-1.9	0.9	2	9	-6	-4	-10	0.8	1
Cc1ccc(-c2nc3ccc(Cl)cc3n2OC(C)C(=O)O)cc1 (stereo unspecified)	1	-0.1	-1.0	0.9	6	6	8	3	5	4.6	1
c1ccc2c(c1)Cn1nnnc1-2	1	0.1	-2.4	1	-1	-4	-1	-6	9	2.4	1
OCCCC1CCCN(Cc2cn[nH]c2-c2ccc(F)cc2F)C1 (stereo unspecified)	1.1	-0.1	-0.8	1	5	-1	-7	-3	-12	0.1	1
CSc1nnc2c3c4c(sc3nc(-n3nc(C)cc3C)n12)COC(C)(C)C4	1.1	0.2	2.5	1.1	3	-15	14	-17	2	1.2	1.2
CCc1ccc(N2CC(C(=O)OC)CC2=O)cc1 (stereo unspecified)	0.9	-0.3	0.2	0.9	12	15	9	-14	11	0.6	0.9

Next structures.
SMILES	PMI act satM6P	Hsp70 activator	DTT redox prof	Diaphorase act	G6PDH CS	Diaph inh CS	S1P3 antag	Lmaj promast	TLR4-MyD88 BLA	RAM inhibit	PMI act
Cc1c(Cc2ccccc2)c(=O)oc2cc(O)cc(O)c12	0.4	-0.2	-0.1	0.7	33	31	5	-13	-5	5.1	0.7
Cc1cc(-c2ccco2)n(CC(=O)O)n1	1	-0.2	1.1	0.9	16	10	-16	-5	1	0.0	0.9
Cc1ccc(C(=O)Nc2ccc(O)cc2C(=O)O)cc1C	1	-0.2	-0.1	0.9	-3	9	x	4	-3	-1.1	1
Cn1c(CN2CCOCC2)nc2cc(NC(=O)c3ccc(F)cc3)ccc21	0.9	-0.3	0.9	0.8	4	20	-33	-3	-8	-0.1	0.8
COc1ccc([N+](=O)[O-])cc1NC(=O)C1CCCCC1C(=O)O (stereo unspecified)	1	-0.2	-0.1	1	12	1	-6	-4	7	-0.3	1
Cn1c(=O)[nH]c(=O)c2c1nc(N1CCCCCC1)n2Cc1cccc2ccccc12	1	-0.1	-0.6	0.9	5	5	x	37	-1	4.1	1.1
Cc1cc(/C=C(/C#N)c2cccc(F)c2)c(C)n1-c1cccnc1	0.9	0.0	-0.5	0.7	-18	26	2	99*	7	0.7	0.8
NC(=O)CSc1nnc(-c2cccnc2)n1Cc1ccccc1	0.9	-0.3	0.5	0.9	0	11	x	-5	-6	0.0	1
CCn1nc(NC(=O)c2ccncc2)c2cc3cccc(C)c3nc21	1	-0.3	2.6	1	9	-1	18	14	2	6.0	1
COc1cc2c(cc1NC(=O)COC(=O)/C=C/c1ccccc1)oc1ccccc12	1	-0.4	0.3	1	-32	1	8	-6	-3	1.8	1
Cc1cc(NC(=O)CSc2nc3c(c(=O)n2-c2ccccc2)SC(C)C3)no1 (stereo unspecified)	0.9	-0.1	-0.1	0.8	-2	23	-8	17	6	2.5	0.8
Cc1ccc(C)c(N(C(=O)Cn2nnc(-c3cccs3)n2)C(C(=O)NC2CCCC2)c2ccncc2)c1 (stereo unspecified)	1	-0.3	3.9	1	5	-3	x	-6	6	7.0	0.9
O=C(CSc1n[nH]c(-c2ccncc2)n1)Nc1ccccn1	1.1	-0.5	0.2	0.9	3	6	7	1	-17	-0.2	1
Cc1ccc(S(=O)(=O)N2CCCN(S(=O)(=O)c3ccc4ccccc4c3)CC2)cc1	1	0.2	-0.8	0.9	6	8	x	-1	-6	7.6	1
CN(C)S(=O)(=O)c1cccc(NC(=S)NCc2ccco2)c1	1	-0.1	-2.1	1	4	-2	-16	0	-24	0.9	1.1
C=CCN1N=C(/C=C/c2ccccc2)CCC1=O	0.9	0.6	-0.5	1	-1	2	-14	-3	2	-0.6	1
COc1ccc(/C=N/S(=O)(=O)c2cccs2)cc1	1	0.0	0.1	0.9	-1	11	x	-9	7	1.2	1
COc1ccc(S(=O)(=O)N2CCN(C(=O)COc3ccccc3)CC2)cc1	1	-0.5	0.8	1	8	0	5	-5	-15	1.4	0.9
Cc1ccc2c(c1)N/C(=C(\C=C(/Cl)[N+](=O)[O-])[N+](=O)[O-])N2	0.9	-0.2	-0.9	0.3	26	75*	-2	8	11	0.1	1.1
CC1CCN(C(=O)c2ccc3c(c2)OCCO3)CC1	1.1	0.0	2.1	1	-4	1	-19	-7	4	-1.1	1
COc1ccc(N2C(=O)C3ON(C4SC(=S)N(C)C4(C)C)C(c4ccc([N+](=O)[O-])cc4)C3C2=O)cc1 (stereo unspecified)	0.8	-0.3	-4.6	0.9	14	15	x	-6	-9	4.9	0.8
COc1cccc(CNC(=O)CCNC(=O)Cn2ccc3ccccc3c2=O)c1	1	0.7	-6.3	0.9	-5	6	x	-9	-12	1.8	1
Cc1cc2nc3c(=O)n(C4CCCCC4)c(=O)[nH]c3nc2cc1N	0.4	-0.1	0.1	0.4	30	60*	-12	45	12	7.5	0.5
O=C(CCC(=O)Nc1ccccc1)N/N=C/c1ccccc1F	1	-0.2	-0.1	1	3	2	-3	1	-7	0.6	1
Cc1ccc(-c2cn(S(=O)(=O)c3cccc4nsnc34)nc2N)cc1	0.9	-0.3	1.4	0.7	3	28	10	7	-3	3.4	0.8
CCc1nc(SCC(=O)Nc2sc(C)c(C)c2C(=O)OC)c2ccccc2n1	1	0.3	0.1	0.8	4	16	x	31	-18	2.4	1
COc1ccc(CNc2cc(C)nc3ncnn23)c(OC)c1	0.9	-0.3	-0.3	0.9	8	13	-1	-2	10	-0.2	1

Screening results as filed in PubChem BioAssay.
